TEAD-YAP block – TEAD-YAP interaction inhibition; HEK-TIYL cells, TEAD-Gal4/YAP UAS-luciferase luminescence; inhibition, % at 9.12 µM; actives 1.4% (n = 640,000); AID 1259422; in the data active = inhibition above about 32%;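 also: 0% = median of test compound wells and 100% = reference inhibitor wells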
MITF inh – human MITF inhibition, primary screen; inhibition, % at 2.6 µM; O75030; AlphaScreen MITF homodimerization, bead proximity signal; actives 0.91% (n = 650,000); in the data active = inhibition above about 50%;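 also: 0% = vehicle wells with protein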
Target sequence (O75030 whole entry, looked up): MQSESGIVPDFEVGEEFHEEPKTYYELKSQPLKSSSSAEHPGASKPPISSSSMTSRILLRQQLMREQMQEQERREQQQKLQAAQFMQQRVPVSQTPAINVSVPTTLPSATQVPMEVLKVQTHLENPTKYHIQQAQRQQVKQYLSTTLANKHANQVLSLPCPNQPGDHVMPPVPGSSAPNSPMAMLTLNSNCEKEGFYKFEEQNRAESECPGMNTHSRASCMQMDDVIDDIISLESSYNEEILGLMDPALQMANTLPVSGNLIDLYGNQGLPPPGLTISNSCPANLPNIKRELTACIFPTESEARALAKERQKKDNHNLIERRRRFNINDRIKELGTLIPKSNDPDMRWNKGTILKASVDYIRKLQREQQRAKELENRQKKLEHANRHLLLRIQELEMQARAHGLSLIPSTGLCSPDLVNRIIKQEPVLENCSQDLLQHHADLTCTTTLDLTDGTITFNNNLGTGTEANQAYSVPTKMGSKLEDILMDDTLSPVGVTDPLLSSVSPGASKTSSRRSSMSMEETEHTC
GPR151 activ – activators of human GPR151. actives 1% (n = 650,000). Q8TDV0. AID 1508602. activation, % at 11.2 µM. PathHunter beta-arrestin GPR151 cells, luminescence; in the data active = activation above about 4.9%;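 also: 0% = median of compound wells and 100% = cells with positive control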
Target sequence (Q8TDV0 whole entry, looked up): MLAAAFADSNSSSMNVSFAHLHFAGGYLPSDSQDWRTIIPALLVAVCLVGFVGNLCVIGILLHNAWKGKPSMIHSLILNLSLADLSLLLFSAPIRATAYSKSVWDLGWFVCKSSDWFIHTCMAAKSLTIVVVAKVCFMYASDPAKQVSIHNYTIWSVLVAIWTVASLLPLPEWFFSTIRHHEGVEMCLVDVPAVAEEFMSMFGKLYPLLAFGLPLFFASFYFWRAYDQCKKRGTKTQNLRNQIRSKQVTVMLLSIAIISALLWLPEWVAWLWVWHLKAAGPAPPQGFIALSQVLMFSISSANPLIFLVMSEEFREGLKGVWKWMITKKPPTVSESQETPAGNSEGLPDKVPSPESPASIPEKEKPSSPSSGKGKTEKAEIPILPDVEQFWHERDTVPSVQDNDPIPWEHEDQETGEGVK
FBW7 activator – activators of human E3 ligase FBW7; actives 0.13% (n = 650,000); Q969H0; normalized activity (activation), % at 26.1 µM; AlphaScreen FBW7–phospho-cyclin E peptide binding, activator screen; AID 1259310; in the data active = normalized activity above about 1.9%;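 also: purified mutant Fbw7 with reduced substrate affinity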
Numbers without * were called inactive.

Values run as follows: FBW7 activator, MITF inh, GPR151 activ, TEAD-YAP block
Cc1cccc(C2=Nc3ccccc3N=C(c3ccccc3O)C2)c1
  0.3, 10.0, 1.3, -4.3
COc1ccc(S(=O)(=O)NC(CC(=O)NCCc2ccc(OC)c(OC)c2)C(C)C)cc1 (stereo not drawn)
  0.1, 2.5, -1.0, -1.1
CC(Oc1cccc(Cl)c1)C(=O)Nc1ccccc1C(=O)N1CCCCCC1 (stereo not drawn)
  0.4, 1.8, 1.3, 1.0
Cc1cc(C)n(-c2ccc(C(=O)N3CCC(CO)(Cc4ccccc4)CC3)cc2)n1
  -0.1, 1.1, -0.4, -20.3
CCOC(=O)N1CCN(c2c(NCc3ccc(N(C)C)cc3)c(=O)c2=O)CC1
  0.0, -4.9, 0.2, 4.0
C=CCOc1cccc(C(=O)N2CCC[C@@H]3CN(C(=O)C(C)C)CC[C@H]32)c1
  0.2, 17.8, 1.1, 4.9
COC(=O)C1=C(C)N(c2ccccc2)C(=O)/C1=C\c1ccc(C(=O)OC)cc1
  0.1, 6.8, -1.0, 6.1
COCCC1CCCCN1Cc1nc(N2CCCCC2)c2cc(OC)c(OC)cc2n1 (stereo not drawn)
  -0.2, -3.5, 0.4, 0.9
OCC1(CCCc2ccccc2)CCN(Cc2cccnc2)CC1
  0.5, 11.8, 2.0, 2.6
CCOC(=O)C1C(=O)NC(SCC(=O)Nc2c(C)cc(C)cc2C)=C(C#N)C1c1ccccc1OCC (stereo not drawn)
  0.2, 15.9, 1.1, -4.3
COc1ccc(S(=O)(=O)Nc2ccccc2SC)cc1Br
  1.0, 15.8, 5.7*, -2.6
Cc1cccc(N(CC(=O)Nc2cccc(Cl)c2C)S(C)(=O)=O)c1C
  0.0, 2.2, 0.1, -1.2
COc1cc(C(c2sc3ncnn3c2O)N2CCC(C(N)=O)CC2)cc(OC)c1OC (stereo not drawn)
  -0.2, 2.6, -2.6, 1.9
NC(=O)CSc1nnc(COc2ccccc2)n1CCc1ccccc1
  0.0, -12.2, -1.6, -0.3
COc1ccccc1NC(=O)C1=C(C)NC2=C(C(=O)CC(C)(C)C2)C1c1ccccc1OC (stereo not drawn)
  0.4, 5.8, -1.5, 5.2

New compounds follow
Values run as follows: FBW7 activator, MITF inh, GPR151 activ, TEAD-YAP block
Cc1cc(C)cc(-n2cnc3cc(C(=O)NCc4ccc5c(c4)OCO5)ccc32)c1
  0.0, -15.8, -1.1, -3.1
CCN(CC)S(=O)(=O)c1ccc(C(=O)Nc2nc3ccc([N+](=O)[O-])cc3s2)cc1
  0.0, -0.2, 3.8, -4.4
CCOc1cc2c(cc1OCC)C(c1c(F)cccc1F)NCC2 (stereo not drawn)
  -0.1, 4.6, 0.9, 7.1
Cn1ccc(C(=O)NCC2Cc3cc(-c4cnc5ccccc5c4)cc(F)c3O2)n1 (stereo not drawn)
  -0.1, -1.1, 1.8, -5.0
CCNC(=S)N1CCNC(=O)C1CC(=O)OCC (stereo not drawn)
  0.1, -0.5, -0.3, -5.9
Cc1ccc(C(N)=O)cc1NC(=O)c1ccccc1F
  0.0, -3.9, 0.6, -6.4
O=C(OCc1ccccc1)c1cc2ccccc2oc1=O
  -0.1, -7.2, -1.4, -11.7
CCCCC(=O)N1c2ccccc2NC2=C(C(=O)CCC2)C1c1ccc(Cl)c(Cl)c1 (stereo not drawn)
  -0.2, -2.8, -0.1, -0.4
NC(=O)CCC(=O)N1CCC(n2c(CC3CCCC3)nc3cccnc32)CC1
  0.0, 6.5, -0.7, -3.8
COC(=O)C1=C(C)NC(C)=C(C(=O)OC)C1c1ccc(C)cc1
  0.0, -0.1, 0.1, -6.4
N#Cc1cc2cc3c(cc2nc1SCC(=O)Nc1ccc(F)cc1)OCCO3
  -0.1, -7.9, 6.2*, 6.8
COc1ccc(CN(C)C2CCC(=O)N(Cc3cccc(C)c3)CC2)cc1OC (stereo not drawn)
  0.1, -18.5, -0.7, 7.5
CS(=O)(=O)N(CC(=O)Nc1cccc(F)c1)c1ccc(Oc2ccccc2)cc1
  0.2, 17.7, -0.2, -15.8
O=C(NC(=S)NCCN1CCOCC1)c1ccc(F)cc1
  0.4, 3.8, 4.3, -7.7
O=C(NCc1ccccc1C(F)(F)F)C1CC12CCN(C(=O)C1CCCO1)CC2 (stereo not drawn)
  0.1, 5.8, 1.1, 9.3

More compounds follow:
Values run as follows: FBW7 activator, MITF inh, GPR151 activ, TEAD-YAP block
COCC1CCCN1C(=O)c1cnc2scc(-c3ccc(Cl)s3)n2c1=O (stereo not drawn)
  0.2, 0.3, -0.7, -2.5
Nc1ccc(/C=C/c2ccc([N+](=O)[O-])cc2)cc1
  0.1, 0.1, -1.9, -5.3
CC(C)N1CCc2c(sc(NC(=O)c3cc(Cl)sc3Cl)c2C(N)=O)C1
  0.1, 15.2, 1.0, -8.6
CC(C)OC(=O)CNS(=O)(=O)c1ccc([N+](=O)[O-])cc1
  0.0, -3.2, 0.2, 1.3
N#Cc1ccc(NC(=O)COC(=O)CCCSc2nc3ccccc3s2)cc1
  0.1, 12.6, -6.1, 18.9
COc1ccccc1CNS(=O)(=O)c1ccc(F)c(C(=O)Nc2ccccc2Cl)c1
  0.8, 14.7, 1.6, 3.0
COc1ccc(-n2c(=S)[nH]c3cc(C(=O)Nc4cc(C)cc(C)c4)ccc3c2=O)cc1OC
  -0.1, 17.5, 2.2, 2.0
C=CCOc1c(Cl)cc(CC2C(=O)N(c3ccc(CC)cc3)N=C2C)cc1OC (stereo not drawn)
  0.1, -0.3, -1.3, -2.0
Cc1cc2nc(N3CCC(N(C)Cc4ccco4)CC3)nc(C)c2cc1C
  0.1, -10.1, -0.1, -1.1
CCOC(=O)c1sc(NC(=O)CSc2n[nH]c(-c3ccccc3)n2)nc1C
  0.2, 13.7, -0.4, 3.7
COCCn1c(Cc2cccn2C)nnc1SCC(=O)Nc1ccc(OC)cc1OC
  0.5, 9.2, 1.4, 7.5
CN(C)c1ccc(C2CC(c3ccccc3)Nc3ncnn32)cc1 (stereo not drawn)
  -0.3, 0.7, 0.2, 2.9
Cc1ccc(-c2csc(=Nc3ccc(F)cc3)n2Cc2ccc(S(N)(=O)=O)cc2)cc1
  -0.1, -1.1, 1.0, -2.7
CCCCOc1ccc(C(=O)N/C(=C/c2ccc(N(C)C)cc2)C(=O)Nc2ccc(Cl)c([N+](=O)[O-])c2)cc1
  -0.1, -11.4, 0.6, -3.5
Cc1c(Br)c([N+](=O)[O-])nn1CC(=O)NC(C)c1ccccc1 (stereo not drawn)
  0.3, 21.8, -2.3, -6.5

Whole records, looked up by structure:
O=C(NC(=S)NCCN1CCOCC1)c1ccc(F)cc1 reads FBW7 activator: 0.4; MITF inh: 3.8; GPR151 activ: 4.3; TEAD-YAP block: -7.7
C=CCOc1cccc(C(=O)N2CCC[C@@H]3CN(C(=O)C(C)C)CC[C@H]32)c1 reads FBW7 activator: 0.2; MITF inh: 17.8; GPR151 activ: 1.1; TEAD-YAP block: 4.9
COCCC1CCCCN1Cc1nc(N2CCCCC2)c2cc(OC)c(OC)cc2n1 (stereo not drawn) reads FBW7 activator: -0.2; MITF inh: -3.5; GPR151 activ: 0.4; TEAD-YAP block: 0.9

Other records:
Values run as follows: FBW7 activator, MITF inh, GPR151 activ, TEAD-YAP block
Cc1ccc(-c2cnc(NC3CC3)nc2)cc1
  0.6, 10.5, -6.0, 54.5*
O=c1nc2n(c3ccccc13)CC(O)=C2c1nc2ccccc2s1
  0.2, 3.7, -0.5, 7.3
CCOc1ccc(CN2CCN(C3CCOCC3)CC2CCO)cc1 (stereo not drawn)
  -0.1, 1.8, -0.5, 12.1
COc1ccc(CC(=O)N2CCCC(c3nc4sc(C)c(C)c4c(=O)[nH]3)C2)cc1 (stereo not drawn)
  0.0, 3.5, -0.5, 11.7
NCCCC[C@@H]1NC(=O)[C@@H]2C[C@H](NC(=O)NC3CCCCC3)CN2C1=O
  -0.3, 6.8, 0.2, 3.0
CS(=O)(=O)NCC(c1ccco1)S(=O)(=O)c1cccs1 (stereo not drawn)
  -0.1, 4.1, -1.0, -10.9
O=C(NC(NC(=S)N1CCOCC1)C(Cl)(Cl)Cl)c1cccc([N+](=O)[O-])c1 (stereo not drawn)
  0.0, -4.8, -0.6, -7.6
COc1ccc(CC2(CCC(=O)N3CCOc4ccc(Cl)cc4C3)CCC(=O)N2)cc1 (stereo not drawn)
  0.1, -9.1, -0.2, 6.2
Cc1ccc(S(=O)(=O)N/N=C/c2cc(Br)c(C)o2)cc1
  0.0, -2.7, -0.9, 3.9
CCOc1ccc(NC(=S)Nc2ccc(F)cc2)cc1
  0.1, 1.6, 0.8, 11.5
O=[N+]([O-])c1ccccc1NC1OC(CO)C(O)C(O)C1O (stereo not drawn)
  0.3, 4.7, 0.2, 10.3
Cc1ccc(C)c(CN2CCN3C(=O)[C@@H](Cc4ccccc4)NC(=O)[C@H]3C2)c1
  0.1, 12.5, -1.3, -3.4
CCCCOc1ccccc1C1C(C(=O)OCC)=CN(Cc2ccc(OC)cc2)C=C1C(=O)OCC
  -0.1, -6.3, 0.9, 7.6
O=C(COc1ccccc1[N+](=O)[O-])N/N=C/c1ccc(Br)cc1
  0.5, -3.0, 4.7, -19.4
O=C(CCSCCc1ccccn1)Nc1cc(-c2cccc(F)c2)[nH]n1
  0.4, 7.1, -0.1, -3.4

Further results follow.
Values run as follows: FBW7 activator, MITF inh, GPR151 activ, TEAD-YAP block
CC1(C)/C(=C/N=N)N(O)C(C)(C)N1O
  -0.2, -18.1, 3.9, -12.9
O=C(CC12CC3CC(CC(C3)C1)C2)NNC(=O)C1CC(=O)N(Cc2ccccc2)C1 (stereo not drawn)
  -0.2, -6.9, -0.8, 3.5
Cc1ccc(NC(=O)C2C3C=CC4(O3)C2C(=O)N(Cc2ccc3c(c2)OCO3)C4C(=O)NC2CCCCC2)cc1 (stereo not drawn)
  0.2, -5.3, 0.2, -15.5
CCOc1ccc(N=Cc2ccc(F)cc2)cc1
  0.0, 10.7, -0.7, 10.7
CCNC1=C(Cl)C(=O)c2ccccc2C1=O
  0.1, 36.2, 1.7, 5.3
Cc1cc2oc(=O)cc(C)c2cc1N
  -0.2, -6.3, 0.9, 4.6
COc1ccc(CNS(=O)(=O)c2ccc3[nH]c4c(c3c2)CCCC4)cc1
  0.2, 9.1, 1.4, 12.0
COc1ccc([N+](=O)[O-])cc1/C=C1\C(=O)NN(c2ccc(Br)cc2)C1=O
  0.1, 25.4, 0.4, 5.3
Cc1ccc(NC(=O)C(Cc2ccc([N+](=O)[O-])cc2)N2C(=O)c3ccccc3C2=O)cc1Cl (stereo not drawn)
  0.0, 9.4, -1.1, 5.1
OCC/C=C(\C=C\c1ccccc1)C(NCc1ccccc1)c1ccccc1 (stereo not drawn)
  0.7, 16.6, 0.1, -0.6
COC(=O)c1ccc(N2C(=O)c3ccc(NC(C)=O)cc3C2=O)cc1
  0.0, 3.9, 11.1*, 5.0
CCOc1ccc2nc(N3CCC(N4CCC[C@H]4C(=O)OC)CC3)nc(C)c2c1
  0.1, -4.5, -0.4, -0.9
CNC(=S)N(Cc1ccc2c(c1)OCO2)C1CC(=O)N(c2ccc(F)cc2)C1=O (stereo not drawn)
  -0.1, -22.1, -1.7, 3.3
COc1ccc(/C=N/N=C2/NC(=O)CS2)c(OC)c1
  0.2, 10.9, -0.2, -13.7
O=C(CNC(=S)N(Cc1ccccc1)Cc1cccnc1)NC1CC1
  -0.1, -1.0, -0.9, -1.4

(listing goes on)
Values run as follows: FBW7 activator, MITF inh, GPR151 activ, TEAD-YAP block
O=C(c1cc(-c2ccccc2)nc2ccccc12)N1CCOCC1
  -0.1, 12.1, 0.5, 2.4
Cc1ccc(C)c(-c2nc(N)sc2C)c1
  -0.1, -13.5, 2.3, -2.8
O=C(Nc1ccccc1C(=O)NC1CCCC1)NC1CCCC1
  -0.1, -5.7, -1.2, -3.7
CCN(CC)C(=O)Cn1cnc2sc(C(=O)N3CCCC3)c(C)c2c1=O
  -0.2, -4.7, 2.6, -6.6
O=S(=O)(NCCCN1CCOCC1)c1cccc2cnccc12
  -0.1, -8.5, 0.9, -4.8
CCOC(=O)C1=C(C)N(c2ccc(OCC)cc2)C(=O)/C1=C\c1cccc2ccccc12
  -0.2, -9.9, 0.8, -2.8
CC(C)c1ccc(-c2nc(N3CCCCC3)nc3n[nH]c(N)c23)cc1
  0.0, 11.6, 2.1, 2.2
Cc1cccc(/C=N/NC(=O)C(C)Nc2ccc(Br)cc2)n1 (stereo not drawn)
  0.0, 2.3, 0.8, -2.0
CCOc1ccc(NC(=O)c2cnn3c(C(F)(F)F)cc(-c4ccc(OC)c(OC)c4)nc23)cc1
  0.1, -1.6, -0.2, -14.1
COc1cccc(C(=O)NCc2nnc(SCC(=O)N3CCc4ccccc43)n2-c2ccc(F)cc2)c1
  0.0, -7.0, -0.6, -6.0

Compound activity (PubChem BioAssay)
